# Source: PubChem BioAssay (National Center for Advancing Translational Sciences (NCATS))
# KDM4E inh = inhibitors of human JMJD2E histone demethylase; Potency, µM (series often up to 57.1 µM), inactives show at the top dose activity change, negative = inhibition, actives largely listed as inhibitors; JMJD2E catalytic domain, FDH-coupled NADH fluorescence (FDH is formaldehyde dehydrogenase); B2RXH2; 230,000 compounds, 1.6% hits; active = well fitted inhibition curve with a large enough effect, not every such curve was filed as active; inconclusive = small, poorly fitted or top-dose-only effect, or another doubt; inactive = no such curve, though single readings can be large or run the other way;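 also: 0% = wells with enzyme and -100% = buffer wells without enzyme; nearly all actives have a fitted effect of over 50% in size; many of its hits are not listed in these tables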
# Target sequence (B2RXH2 1-337 limits assumed): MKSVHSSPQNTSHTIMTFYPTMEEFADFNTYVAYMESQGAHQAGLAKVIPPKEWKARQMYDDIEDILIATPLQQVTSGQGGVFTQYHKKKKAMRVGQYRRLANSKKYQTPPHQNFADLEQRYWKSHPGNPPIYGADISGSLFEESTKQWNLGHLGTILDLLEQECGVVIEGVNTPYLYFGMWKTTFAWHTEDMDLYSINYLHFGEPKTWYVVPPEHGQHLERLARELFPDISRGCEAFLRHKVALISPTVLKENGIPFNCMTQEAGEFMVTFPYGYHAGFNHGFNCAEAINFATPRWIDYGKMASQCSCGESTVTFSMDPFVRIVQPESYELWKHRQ
# ALDH1A1 inh = inhibitors of human aldehyde dehydrogenase 1A1; 220,000 compounds, 7.3% hits; AID 1030; Potency, µM (titrated, usually from 75.3 µM), without a hit: at the highest dose activity, negative = inhibition, usual class: inhibitors; P00352; Purified ALDH1A1, NADH fluorescence, propionaldehyde substrate; active = well fitted inhibition curve with a large enough effect, not every such curve was filed as active; inconclusive = small, poorly fitted or top-dose-only effect, or another doubt; inactive = no such curve, though single readings can be large or run the other way;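 also: plate controls were no enzyme wells and a reference inhibitor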
# Target sequence (P00352 whole entry, looked up): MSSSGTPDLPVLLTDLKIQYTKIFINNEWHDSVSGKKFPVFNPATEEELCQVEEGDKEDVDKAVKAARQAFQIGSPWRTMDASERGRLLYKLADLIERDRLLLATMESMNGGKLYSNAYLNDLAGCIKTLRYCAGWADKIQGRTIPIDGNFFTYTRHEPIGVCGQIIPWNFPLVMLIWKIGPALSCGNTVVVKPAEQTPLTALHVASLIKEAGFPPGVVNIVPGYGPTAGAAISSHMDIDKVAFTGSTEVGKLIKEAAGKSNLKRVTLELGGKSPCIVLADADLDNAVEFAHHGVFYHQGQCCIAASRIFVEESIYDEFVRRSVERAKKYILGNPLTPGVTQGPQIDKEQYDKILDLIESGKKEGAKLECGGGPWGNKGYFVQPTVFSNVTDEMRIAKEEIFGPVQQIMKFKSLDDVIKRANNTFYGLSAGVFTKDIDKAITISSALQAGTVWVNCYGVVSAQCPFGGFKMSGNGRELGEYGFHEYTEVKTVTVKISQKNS
# Tau fluor cs = counter-screen for tau fibril formation inhibitors; tau K18 P301L Alexa594 fluorescence, heparin fibrillization; 280,000 compounds, 0.93% hits; Potency, µM (titrated, usually from 57.7 µM), for the others: at the top dose activity change, negative = decrease; also: % is scaled to controls: 0 for no effect and ±100 for the full control effect; nearly all actives have a fitted effect of over 55% in size
#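 Human K18 P301L tau (15 uM unlabeled plus 0.24 uM Alexa 594-labeled, final) in 100 mM sodium acetate pH 7 was mixed with compound and 20 uM heparin and incubated 6 hr at 37 C.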
# Tau fibril FP = blocks human tau fibril formation measured by polarization; P10636; K18 P301L tau heparin fibrillization, Alexa594 FP, 6 h; Potency, µM (highest dose often 57.7 µM), without a hit: at the top dose activity, negative = inhibition, actives largely listed as inhibitors; 280,000 compounds, 0.39% hits; AID 1468; also: % is scaled to controls: 0 for no effect and ±100 for the full control effect; nearly all actives have a fitted effect of over 55% in size
# Target sequence (P10636 561-689 P618L limits assumed): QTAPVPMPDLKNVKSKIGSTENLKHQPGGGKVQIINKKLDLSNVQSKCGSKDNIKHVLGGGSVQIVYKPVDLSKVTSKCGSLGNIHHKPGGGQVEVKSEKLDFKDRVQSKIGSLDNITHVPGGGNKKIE
#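 Steps: dispense K18 P301L tau (15 uM plus 0.24 uM Alexa 594 tracer, final) in pH 7 sodium acetate; add compound; add heparin (20 uM final); incubate 6 hr, 37 C; add ThT (30 uM final); after 1 hr ambient, read FP.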
# Tau ThT inhib = inhibitors of human tau fibril formation, thioflavin T binding | recombinant tau K18 P301L (four-repeat tau fragment), heparin-induced fibrillization, ThT fluorescence | Potency, µM (doses to about 57.4 µM), for the others: top-dose activity, negative = inhibition, usual class: inhibitors | 270,000 compounds, 2.1% hits | AID 1460; also: % is scaled to controls: 0 for no effect and ±100 for the full control effect; nearly all actives have a fitted effect of over 55% in size
#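 Aggregation was driven by heparin (20 uM final) acting on recombinant tau […] bearing P301L in 100 mM sodium acetate pH 7; fibrils were detected with Thioflavin T.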
# SMN2 splice enh = enhancers of SMN2 splice variant expression. HEK293 SMN2-luciferase splicing reporter, luminescence, 30-36 h. Potency, µM (titrated, usually from 46.1 µM), inactives show top-dose activity change, positive = activation, usual class: activators. 210,000 compounds, 2.8% hits. AID 1458; also: % of control where 0% means no effect; nearly all actives have a fitted effect of over 55% in size
#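 qHTS luciferase splicing reporter: luminescence rises when SMN2 exon 7 is included in transfected HEK293 cells. Compound exposure lasted 30-36 h at 37C, with 4.5 mM final sodium butyrate as control, followed by a ONE-Glo read.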
# HTT cytoprotect = cytoprotection in Huntington HTT-Q103 PC12 cell model. PC12 HTT-Q103 induced, cytoprotection, ATP luminescence, 40 h. Potency, µM (series often up to 56.4 µM), inactives show cytoprotection (ATP increase), usual class: activators. 230,000 compounds, 0.14% hits. AID 1471;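 also: % of control where 0% means no effect; nearly all actives have a fitted effect of over 45% in size; toxic huntingtin expression switched on by the ecdysone agonist tebufenozide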
#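 Huntington model: PC12 line, ecdysone-inducible HTTQ103 exon1–GFP, tebufenozide 100 nM. Test articles in a dose series. Endpoint luminescence from cellular ATP.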
# HTT aggregate = inhibitors of mutant huntingtin aggregate formation in PC12 cells; Potency, µM (highest dose often 46.1 µM), inactives show at the highest dose activity change, negative = inhibition, usual class: inhibitors; PC12 HttQ103-GFP aggregates, Acumen cytometry, 40 h; 220,000 compounds, 1.1% hits; also: % is scaled to controls: 0 for no effect and ±100 for the full control effect; nearly all actives have a fitted effect of over 60% in size
#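 Read-out: GFP aggregate count by laser scanning cytometer (488 nm excitation, 500-530 nm emission, 1–25 µm objects >6 SD above background). Cells: PC12, inducible HTTex1-Q103-GFP, 100 nM tebufenozide; compounds titrated.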
# The depositor's hits bear a star; ? = inconclusive; / = no result given; [ ] = remark or other dose. Unless noted, calls follow the shape of the dose curve; as a rule, active = well fitted curve in the direction sought with a large enough effect; inconclusive = small, poorly fitted or top-dose-only effect, or another doubt; inactive = no such curve, though single readings can be large; an effect the other way counts as inactive or inconclusive. Potency is read from the fitted curve at half-maximal effect.
structure,KDM4E inh,ALDH1A1 inh,Tau fluor cs,Tau fibril FP,Tau ThT inhib,SMN2 splice enh,HTT cytoprotect,HTT aggregate
CC(C(=O)O)N1C(=O)CSC1=S (stereo unspecified),4%,-15%,-5%,-12%,-24%,4%,-14%,18%
CC(=O)NC1C(Oc2ccc(C=O)cc2)OC(COC(C)=O)C(OC(C)=O)C1OC(C)=O (stereo unspecified),8%,3.5µM*,3%,3%,-3%,/,18%[10 µM],22%[9.22 µM]
COc1ccc(S(=O)(=O)N(C)C)cc1NC(=O)CSc1ncccn1,17%,-2%,3%,-5%,2%,2%,20%[10 µM],9%
CC(C)C(=O)NS(=O)(=O)c1ccc(NS(C)(=O)=O)cc1,-2%,/,-5%,-5%,-7%,/,19%[10 µM],6%[9.22 µM]
CC(CN1CCN(C)CC1)OC(=O)c1ccccc1 (stereo unspecified),0%,6%,-2%,-3%,-4%,-13%,14%,5%
NC(=O)N1CC(O)CC1C(=O)Nc1ccc(Cl)c(Cl)c1 (stereo unspecified),5%,10%,-4%,9%,-7%,-13%,0%,2%
COc1ccc2[nH]cc(CCNc3ncnc4ccc(-c5ccccc5C#N)cc34)c2c1,-28%,3%,14µM*[quencher],14%,?,-10%,-55%[inhibitor],/
CC(C)n1nnnc1SCC(=O)NCCc1ccccc1,-1%,-11%,-2%,6%,-4%,-7%,-25%,3%
COc1cccc([C@@H]2Oc3ccc(OC)cc3C[C@H]2OC(=O)NCc2ccco2)c1,0%,?,-3%,2%,-5%,5%,19%,/
COc1ccc(C(=O)Nc2cccnc2Sc2ccc(Cl)cc2)cc1,-4%,/,-18%,-9%,-1%,/,-2%[10 µM],-5%[9.22 µM]
Cc1ccccc1-n1nnnc1SCc1cc(=O)n2ccsc2n1,-16%,0.63µM*,-7%,-11%,-2%,-29%,6%,-19%
COc1ccc(CCNC(=O)c2cccc(Nc3nc4ccccc4nc3-n3nc(C)cc3C)c2)cc1OC,/,/,?,-12%,1%,6%,/,/
Cc1c(N)c(=O)n(-c2ccccc2)n1C,-1%,-7%,-13%,-4%,-4%,4%,-20%,/
CC[N+](CC)(CC)CCOc1ccc(/C=C/c2ccccc2)cc1,/,-3%,-16%,4%,?,-22%,-50%[inhibitor],/
CCOC(=O)c1c(NC(=O)C[n+]2ccc(Cc3ccccc3)cc2)sc(C)c1C,-12%,0.71µM*,-14%,-9%,?,-3%,-38%[inhibitor],-31%
Cc1cccc(C2Nc3ccccc3C(=O)N2c2ccccc2)n1 (stereo unspecified),3%,?,-3%,-1%,-4%,0%,-10%,5%
CCOC(=O)C1NN=C(C(=O)c2ccccc2)C1c1ccccc1 (stereo unspecified),11%,?,1%,3%,4%,-15%,-4%[10 µM],-3%
Cc1c(NC(=O)CSc2nnc(-c3ccco3)n2-c2ccccc2)c(=O)n(-c2ccccc2)n1C,2%,3%,-2%,-2%,3%,-9%,3%,19%
O=C(CSc1nc(-c2ccccc2Cl)ns1)NCc1ccc2c(c1)OCO2,7%,?,-20%,3%,-4%,-4%,4%[10 µM],9%
Brc1ccc(C2=Nn3c(Cn4nnc5ccccc54)nnc3SC2)cc1,1%,/,-1%,0%,-8%,/,0%[10 µM],-19%[9.22 µM]
CCOC(=O)C(C)Oc1ccc2c(C)cc(=O)oc2c1C(C)=O (stereo unspecified),?,-8%,-5%,11%,-9%,1%,0%,-6%
Cc1c(/C=N/Nc2ccc(C(=O)O)cc2)c2ccccc2n1C,?,/,?,-3%,/,/,21%[10 µM],6%[9.22 µM]
C=C(C)c1cccc(C(C)(C)NC(=O)N2CCN(c3ccccc3OC)CC2)c1,1%,6%,-2%,14%,-5%,-12%,-1%[0.074 µM],2%
CC(C)Cn1c(N)c(C(=O)COC(=O)c2cccc(F)c2)c(=O)n(C)c1=O,-5%,-3%,-13%,-4%,0%,-29%,-6%[10 µM],0%
Cc1ccc2cccc(Oc3ncnc4scc(-c5ccccc5)c34)c2n1,3%,-9%,-27%,-12%,-10%,/,-23%[10 µM],-22%
CCC(=O)N1CCc2cc(S(=O)(=O)CCC(=O)NCc3ccc4c(c3)OCO4)ccc21,-4%,?,-2%,-10%,-11%,-16%,25%[10 µM],4%
O=C1C(Cl)=C(NS(=O)(=O)c2ccc([N+](=O)[O-])cc2)C(=O)c2ccccc21,-26%,/,2.5µM*[quencher],8.9µM*,2µM*,/,-6%[10 µM],?
O=C(N/N=C/c1ccc[nH]1)c1ccccc1OCc1ccccc1Cl,?,-2%,-10%,6%,-14%,-14%,14%[10 µM],-2%
O=C(CC1Sc2ccccc2NC1=O)NCc1ccccc1 (stereo unspecified),0%,/,-4%,-1%,-1%,/,3%[10 µM],-17%[9.22 µM]
Cc1cccc(NC(=O)CSc2nc3c(oc4ccccc43)c(=O)n2Cc2ccco2)c1,/,/,-8%,-6%,3%,-6%,/,/

# An excerpt from above in order of length of the SMILES, high to low.
structure,KDM4E inh,ALDH1A1 inh,Tau fluor cs,Tau fibril FP,Tau ThT inhib,SMN2 splice enh,HTT cytoprotect,HTT aggregate
COc1ccc2[nH]cc(CCNc3ncnc4ccc(-c5ccccc5C#N)cc34)c2c1,-28%,3%,14µM*[quencher],14%,?,-10%,-55%[inhibitor],/
Cc1c(/C=N/Nc2ccc(C(=O)O)cc2)c2ccccc2n1C,?,/,?,-3%,/,/,21%[10 µM],6%[9.22 µM]
Cc1ccccc1-n1nnnc1SCc1cc(=O)n2ccsc2n1,-16%,0.63µM*,-7%,-11%,-2%,-29%,6%,-19%

# Other entries.
structure,KDM4E inh,ALDH1A1 inh,Tau fluor cs,Tau fibril FP,Tau ThT inhib,SMN2 splice enh,HTT cytoprotect,HTT aggregate
Cc1ccc(SCc2nn(C)c(Cl)c2C=O)cc1,-7%,-14%,3%,3%,2%,20%,-37%[inhibitor],-4%
COc1ccccc1N1C(=N)S/C(=C\c2ccc(-c3ccccc3C(=O)O)o2)C1=O,-2%,?,-4%,8%,?,-5%,/,-16%
N#Cc1ccc(-c2ccc(F)cc2)nc1Oc1ccc(Cl)c(Cl)c1,?,?,-14%,-15%,-6%,-15%,-8%,12%
NC(=O)c1ccc2c(c1)S(=O)(=O)c1ccccc1C2=O,3%,/,-15%,3%,-13%,/,2%[10 µM],9%[9.22 µM]
Cc1cccc(NC(=O)CSc2cc(C(=O)c3nccn3C)c3ccccc3n2)c1,6%,-1%,-18%,-11%,-8%,17%,/,-4%
Cc1ccc(-c2nnc(Nc3ccccc3O)c3ccccc23)cc1,/,/,?,12%,-10%,-13%,/,/
COc1cccc(Cn2nnc(C(=O)NCc3ccccc3Cl)c2N)c1,-12%,1%,-25%,-6%,-12%,-4%,-15%,-13%
CC1(C)C2([N+](=O)[O-])CN3CC1([N+](=O)[O-])CN(C2)C3c1ccc(O)c(O)c1 (stereo unspecified),?,/,-5%[0.0958 µM],-3%[0.0958 µM],/,/,-14%[10 µM],4%[9.22 µM]
c1cc2c3c(cccc3c1)C(N1CCOCC1)=N2,?,/,-2%,9%,-15%,/,4%[10 µM],-11%[9.22 µM]
N#CCCCN1C(=O)C(O)(CC(=O)c2ccc3c(c2)OCCO3)c2ccccc21 (stereo unspecified),2%,?,-7%,-2%,?,2%,2%[10 µM],-6%
O=C(COc1ccc(Br)cc1)N1CCCCCC1,7%,-1%,-5%,-6%,-7%,-9%,7%,-4%
CCCCCCC(=O)N/N=C/c1ccc(Br)cc1,-1%,-7%,-19%,-7%,0%,8%,19%[10 µM],0%
O=C(Nc1cccc2ncccc12)c1ccc(Br)c([N+](=O)[O-])c1,-3%,0%,-19%,0%,?,-21%,-6%,11%
CC(C)Cn1c(=O)c2c(c3ccccc31)OC(C)C(=O)N2 (stereo unspecified),3%,5%,3%,-8%,-4%,?,16%[10 µM],-13%
O=C(CN1CCC(O)(c2ccc3c(c2)OCO3)CC1)NC1CCCCC1,3%,-2%,2%,-3%,0%,2%,21%[10 µM],5%[9.22 µM]
O=C1CC(NNC(=O)c2ccc(Br)cc2)C(=O)N1 (stereo unspecified),0%,-4%,-4%,-5%,-10%,/,-5%[10 µM],-9%[9.22 µM]
COCCCNC(=O)CN(c1cc(OC)ccc1OC)S(=O)(=O)c1ccccc1,3%,1%,-4%,-1%,-8%,2%,20%,1%
O=C(CSc1nnnn1-c1ccc2c(c1)OCCO2)N1CCN(C(=O)c2ccco2)CC1,8%,?,-11%,0%,-9%,/,-5%[10 µM],1%[9.22 µM]
CCOC(=O)c1c(C)nn(-c2ncccc2NC(=O)NC(C)C)c1C,0%,-4%,-8%,0%,-9%,/,14%[10 µM],9%[9.22 µM]
O=C(C(Cl)Cl)N1CCN(Cc2ccccc2)CC1,-2%,1.8µM*,3%,5%,-11%,-42%[inhibitor],-2%[10 µM],-6%
Cc1ccc2nc(-c3ccccc3)cc(C(=O)NCCCn3ccnc3)c2c1,?,?,-12%,-3%,-2%,/,-25%,0%
NS(=O)(=O)c1ccc(NC(=S)N2CCN(c3ccc(Cl)c(Cl)c3)CC2)cc1,0%,-9%,-7%,-4%,-3%,-57%[inhibitor],/,-24%
Cc1ccc(NS(=O)(=O)c2cccc(C(=O)O)c2)cc1S(=O)(=O)N1CCOCC1,4%,?,-2%,-1%,-4%,0%[1.84 µM],25%[10 µM],-3%
CCOC(=O)C(CCCCCOc1ccccc1[N+](=O)[O-])C(=O)OCC,5%,-9%,-16%,10%,-11%,-7%,-4%[10 µM],-5%
O=C(CCn1c(=O)oc2ccccc21)NCCN1CCc2ccccc2C1,1%,-3%,1%,1%,-6%,5%,-1%[10 µM],-6%
Cc1cc(C(=O)OCc2nnc(-c3ccccc3)o2)c(C)n1-c1ccccc1,10%,1%,-19%,1%,?,-55%[inhibitor],-33%,11µM*
COc1cccc(CC(=O)Nc2ccc(-c3csc(C)n3)cc2)c1,1%,/,-18%,-5%,-4%,/,17%[10 µM],14%[9.22 µM]

# Some of the compounds tested; rates above refer to the full screens.
